High-throughput results from PubChem BioAssay.
PLC-beta3 inh: blocks human PLC-beta3 enzyme activity; Q01970; 370,000 tested, 0.18% active; Purified PLC-beta3, fluorogenic substrate, fluorescence; inhibition, % at 12.2 µM; in the data active = inhibition above about 11%;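 note: 0% = median of compound wells on plate and 100% = full blocker control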
MBD2 inh: inhibitors of human MBD2 binding to methylated oligonucleotide; TR-FRET; inhibition, % at 4.4 µM; 370,000 tested, 0.31% active; AID 686964; in the data active = inhibition above about 13%
ssDAF-12 act: S. stercoralis DAF-12 activation, primary screen | HEK293 ssDAF-12/GRIP1 lit1-tk-luc reporter, luminescence; % of 3 µM dafachronic acid response | activation, % at 6.8 µM | 370,000 tested, 1% active | AID 652126;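 active = activation above the mean over all tested compounds plus 3 SD, cut at about 0.9% in these data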;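 note: 0% = DMSO-only wells and 100% = 3 µM delta7-dafachronic acid wells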
PLCg1 inh: blocks human PLC-gamma1 enzyme activity; P19174; purified PLC-gamma1, fluorogenic substrate, fluorescence; inhibition, % at 12.2 µM; 370,000 tested, 0.84% active; in the data active = inhibition above about 9.5%
Target sequence (P19174 whole entry, looked up): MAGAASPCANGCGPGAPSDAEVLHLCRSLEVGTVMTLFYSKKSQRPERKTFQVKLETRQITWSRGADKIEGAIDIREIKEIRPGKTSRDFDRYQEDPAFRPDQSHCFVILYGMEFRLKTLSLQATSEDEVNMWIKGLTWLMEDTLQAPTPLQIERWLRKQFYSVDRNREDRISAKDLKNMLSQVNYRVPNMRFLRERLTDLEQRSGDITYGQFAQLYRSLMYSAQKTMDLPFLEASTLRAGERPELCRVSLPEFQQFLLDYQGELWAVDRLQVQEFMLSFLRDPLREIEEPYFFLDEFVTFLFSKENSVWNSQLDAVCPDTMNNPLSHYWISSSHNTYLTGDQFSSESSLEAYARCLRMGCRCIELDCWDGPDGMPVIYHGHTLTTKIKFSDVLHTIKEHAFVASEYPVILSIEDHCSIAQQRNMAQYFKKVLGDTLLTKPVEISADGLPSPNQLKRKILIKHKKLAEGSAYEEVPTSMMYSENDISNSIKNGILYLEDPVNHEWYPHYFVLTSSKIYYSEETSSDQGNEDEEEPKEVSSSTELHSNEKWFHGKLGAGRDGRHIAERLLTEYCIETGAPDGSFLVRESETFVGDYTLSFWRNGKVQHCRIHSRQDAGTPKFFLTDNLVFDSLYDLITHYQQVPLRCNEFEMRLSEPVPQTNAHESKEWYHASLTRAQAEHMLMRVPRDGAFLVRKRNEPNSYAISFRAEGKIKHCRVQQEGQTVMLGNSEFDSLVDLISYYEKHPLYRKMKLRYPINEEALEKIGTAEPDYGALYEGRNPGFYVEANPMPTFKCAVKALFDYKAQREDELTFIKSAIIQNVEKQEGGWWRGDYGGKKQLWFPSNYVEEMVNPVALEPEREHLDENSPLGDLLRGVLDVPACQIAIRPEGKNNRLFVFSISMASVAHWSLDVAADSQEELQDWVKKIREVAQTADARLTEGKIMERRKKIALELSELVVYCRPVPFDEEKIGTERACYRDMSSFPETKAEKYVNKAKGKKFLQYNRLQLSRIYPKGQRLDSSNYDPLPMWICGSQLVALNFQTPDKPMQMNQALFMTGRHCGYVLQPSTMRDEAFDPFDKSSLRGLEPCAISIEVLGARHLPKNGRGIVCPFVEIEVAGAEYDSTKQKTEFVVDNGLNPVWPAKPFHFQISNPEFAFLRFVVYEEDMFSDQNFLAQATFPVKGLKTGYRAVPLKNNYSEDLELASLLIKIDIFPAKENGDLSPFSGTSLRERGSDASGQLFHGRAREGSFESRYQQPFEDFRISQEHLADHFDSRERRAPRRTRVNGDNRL
ADAM17 inh: inhibits human ADAM17; P78536; recombinant ADAM17, EDANS/DABCYL FRET peptide cleavage; inhibition, % at 6.95 µM; 370,000 tested, 0.83% active; AID 720648;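 active = inhibition above the mean of compounds lying between control limits plus 3 SD, set per campaign, cut at about 8.5% in these data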;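 note: 0% = DMSO-only wells as the low control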
SMARCA2 act: increases SMARCA2 function in MMTV reporter cells | MG213 cells, MMTV-luciferase reporter, dexamethasone, overnight | activation, % at 9.1 µM | 370,000 tested, 1% active | AID 652017; in the data active = activation above about 7.8%;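 note: 0% = vehicle wells and 100% = reference activator wells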
Rev-erbA mod: Rev-erb alpha (human) modulation | P20393 | Rev-erbα–FITC-DNA binding, fluorescence polarization, 90 min | activity, % at 10 µM | 370,000 tested, 0.79% active | AID 1259318;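 active = activity above about 14%, limit read from the data; passing the limit was not always enough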;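 note: 0% = DMSO wells with 35 nM protein and 100% = DMSO wells with 750 nM protein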
hcDAF-12 act: activates DAF-12 receptor from parasite H. contortus; HEK293 hcDAF-12 lit1-tk-luc reporter, luminescence; 0% DMSO, 100% Δ7-dafachronic acid; activation, % at 6.8 µM; 370,000 tested, 1.4% active;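 active = activation above the mean of all tested compounds plus 3 SD, cut at about 5.5% in these data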;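 note: 100% = response to 3 µM Δ7-dafachronic acid high control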
hgDAF-12 ag: agonists of H. glycines DAF-12 nuclear receptor; HEK293 GAL4-hgDAF12 UAS-luciferase reporter, agonist luminescence; normalized to butyrate control; activation, % at 6.8 µM; 370,000 tested, 1.8% active; AID 687014;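 active = activation above a cutoff set at the mean of all screened compounds plus 3 SD, cut at about 10% in these data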;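 note: 0% = DMSO wells and 100% = sodium butyrate wells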
DAX1 inh-1: DAX1 (NR0B1) inhibition, primary screen; HEK293T StAR-luciferase reporter, SF-1/DAX-1 repression relief; AID 652010; 370,000 tested, 1.1% active; inhibition, % at 6.8 µM;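 active = inhibition above the mean over all tested compounds plus 3 SD, cut at about 3.6% in these data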;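 note: 0% = DAX-1 cells with DMSO and 100% = cells lacking DAX-1 with DMSO; higher inhibition means more luminescence from relief of DAX-1 repression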
DAX1 inh-2: inhibitors of human orphan nuclear receptor DAX1 (NR0B1); HEK293 Gal4-DAX1 luciferase reporter, luminescence; AID 504766; 340,000 tested, 0.99% active; inhibition, % at 6.75 µM;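 active = inhibition above the mean over all tested compounds plus 3 SD, cut at about 4.2% in these data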;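 note: 0% = DAX1-transfected cells with DMSO and 100% = empty-vector control cells with DMSO; inhibition shows as a rise in luminescence from relieved DAX1 repression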
* hit, by the source's call; / = no result given. The order is random; any-hit rate near 7.4%.

Order of results – PLC-beta3 inh | MBD2 inh | ssDAF-12 act | PLCg1 inh | ADAM17 inh | SMARCA2 act | Rev-erbA mod | hcDAF-12 act | hgDAF-12 ag | DAX1 inh-1 | DAX1 inh-2
> O=C(NCc1ccco1)c1cc(S(=O)(=O)N2CCCCC2)ccc1Cl
 : -2.2 | 3.1 | -0.9 | 2.9 | -0.2 | -0.6 | -3.9 | 0.0 | 2.5 | 1.0 | 0.7
> Cn1nc(C(F)(F)F)c(-c2ccc(Br)cc2)c1NC(=O)c1cccnc1
 : 3.5 | -1.2 | -2.2 | 0.9 | 0.6 | -4.7 | 4.8 | -1.8 | -2.6 | 1.1 | /
> O=C(CSc1nc2nn(-c3ccccc3)c(=O)c-2c2n1CCCCC2)Nc1ccc(OC(F)F)cc1
 : 2.6 | -6.9 | -1.2 | 3.3 | 1.8 | -3.0 | 7.2 | -1.2 | -3.8 | -1.9 | -2.1
> O=C(CSC1CC(=O)N(CCc2ccccc2)C1=O)Nc1ccc(Br)cc1 (centres undefined)
 : 1.3 | -5.7 | 0.3 | 3.2 | 9.3* | -0.4 | 2.7 | 5.8* | 0.3 | -0.1 | 0.9
> COCCCNC(=O)C[C@@H]1C[C@@]2(C(=O)OC)CCCCC=C2N(Cc2ccc(Cl)cc2Cl)C1=O
 : 1.3 | -0.6 | -1.5 | 2.2 | 7.5 | -2.2 | -3.8 | -1.6 | -2.0 | -0.9 | /
> O=C(NCC(c1cccs1)N1CCOCC1)c1cc([N+](=O)[O-])cc([N+](=O)[O-])c1 (centres undefined)
 : -0.5 | 7.2 | -1.6 | 0.1 | -4.0 | -0.8 | 2.0 | -0.3 | -1.8 | -0.4 | -1.1
> O=C(Nc1ccccc1)c1n[nH]c(Cn2cncn2)n1
 : 0.0 | 3.1 | -1.4 | -2.5 | -3.2 | -4.3 | -1.1 | 1.1 | -1.6 | -0.1 | 0.8
> O=[N+]([O-])c1ccc(CSc2nc3ccccc3[nH]2)cc1
 : 2.1 | -6.2 | 0.5 | 2.6 | 0.1 | 4.4 | 0.0 | 5.4 | 6.5 | 1.3 | 0.2
> Cc1cc(C)n2nc(Sc3ncccc3[N+](=O)[O-])nc2n1
 : -5.7 | 0.8 | -1.3 | 0.5 | -1.4 | -1.0 | -1.2 | -1.8 | 0.4 | 0.6 | /
> CCC(C)(C)C1CCc2[nH]nc(C(=O)O)c2C1 (centres undefined)
 : 1.6 | -3.0 | -1.5 | 1.6 | 2.5 | -0.6 | -0.7 | -1.4 | 1.1 | -0.3 | 0.7
> COC(=O)c1cn(S(=O)(=O)c2ccccc2)c2ccccc12
 : -2.7 | 0.9 | -1.3 | -1.3 | 3.1 | 3.8 | 11.3 | 0.4 | -1.8 | 0.2 | -0.5
> CCOCCCN1C(=O)C(=O)N(CC(=O)N2c3ccccc3NC(=O)CC2C)C1=O (centres undefined)
 : -4.0 | -3.9 | -1.2 | 1.8 | -1.2 | -1.7 | 0.4 | -1.4 | 0.3 | 0.6 | 0.2
> Cn1c(-c2sc3cc(C(F)(F)F)cnc3c2-c2cccs2)n[nH]c1=S
 : -30.7 | -3.3 | -0.6 | -26.7 | -17.6 | -1.3 | 0.1 | 0.4 | 5.2 | 0.3 | 0.3
> O=c1[nH]c2ccc([N+](=O)[O-])cc2nc1/C=C(\O)c1ccccc1
 : -7.3 | -0.1 | -1.5 | -2.3 | -0.9 | -3.0 | -5.6 | 0.1 | -1.4 | -0.1 | 2.1
> COC(=O)C1=C(C)NC(=O)NC1c1ccc(-c2ccc(F)cc2)o1 (centres undefined)
 : -14.0 | -3.8 | -0.9 | -8.0 | -6.6 | -3.5 | -4.5 | -1.1 | 1.3 | 0.7 | 0.1
> CC1(C(=O)NS(=O)(=O)C2CC2)CCCN(C(=O)c2cccc(OC(F)(F)F)c2)C1 (centres undefined)
 : -2.4 | 2.8 | -0.3 | 5.5 | -5.9 | -1.0 | -1.2 | -0.7 | -0.1 | -0.8 | /
> CC(C)(C)c1nnc(NC(=O)CCS(=O)(=O)c2ccccc2)s1
 : -5.5 | 1.8 | -1.0 | 0.3 | -1.6 | -1.7 | -5.3 | -0.2 | -0.8 | 0.0 | -0.4
> O=C(NCCCCNC(=O)c1ccc(Br)s1)c1ccc(Br)s1
 : 0.4 | 0.9 | -1.2 | -2.0 | -4.5 | -1.7 | 9.2 | -1.2 | -2.3 | -0.2 | -0.1
> CN(C)S(=O)(=O)Nc1cccc(Br)c1
 : -4.2 | -3.0 | -0.5 | -1.2 | -3.0 | -1.9 | -2.2 | -1.1 | -3.2 | 0.1 | 1.1
> O=C(O)Cn1c2c(c3ccccc31)CCCC2
 : -130.2 | 1.7 | -0.1 | -107.4 | -26.5 | -0.3 | -3.2 | 1.6 | -3.0 | -0.3 | 0.4
> COC(=O)C(C)N1CCC(=O)c2ccccc2S1(=O)=O (centres undefined)
 : 3.2 | -5.2 | -1.4 | -0.4 | -3.3 | 0.5 | -2.2 | -2.2 | 2.4 | 0.2 | 0.3
> COc1ccc(S(=O)(=O)N2CCCCC2)cc1NC(=O)CN(Cc1ccco1)Cc1ccco1
 : -10.9 | 0.1 | -2.1 | 0.3 | 1.5 | -2.3 | 1.9 | -2.4 | -4.3 | -4.0 | -1.3
> C=CCNC(=S)N1N=C(c2ccco2)CC1c1ccco1 (centres undefined)
 : -6.7 | -3.2 | -0.5 | -0.1 | -0.5 | -0.3 | -5.6 | -0.3 | 0.2 | -0.3 | -0.5
> Cc1cc(C)n2nc(-c3ccccc3)c(-c3ccccc3)c2n1
 : -22.4 | 2.5 | -1.3 | -12.9 | -4.5 | -1.4 | 4.3 | -0.1 | -1.6 | 0.3 | -0.9
> CC(C)C12CN3CC(C(C)C)(CN(C1)C3c1ccco1)C2=O (centres undefined)
 : 1.9 | -0.2 | -0.9 | 3.0 | -2.7 | -2.0 | 3.3 | -0.9 | 1.1 | -0.1 | 0.3
> O=C(C1CCCN(S(=O)(=O)c2ccc(F)cc2)C1)N1CCOCC1 (centres undefined)
 : -4.4 | -0.5 | -0.5 | 0.8 | -4.8 | 4.7 | -4.9 | 1.4 | 8.3 | 2.2 | 1.3
> Cn1c(O)c(C=Nc2ccc(Br)cc2)sc1=O
 : 3.1 | -0.8 | -0.9 | 0.5 | -2.0 | 7.0 | -3.1 | 2.1 | 4.5 | 2.6 | -1.0
> COc1cc(NC(=O)Nc2c(C)n(C)n(-c3ccccc3)c2=O)cc(OC)c1OC
 : -0.1 | -6.1 | -1.4 | 3.2 | 0.7 | 3.5 | -1.3 | -0.5 | -0.5 | 0.0 | -0.6
> Oc1ccc(C[C@@H]2CNCCN2CC2CCCCC2)cc1
 : 4.0 | -2.3 | -1.6 | 3.9 | 2.8 | -1.1 | -0.2 | -1.9 | -2.0 | 0.7 | 0.6
> Oc1ccc(Br)cc1CNc1cccc2cccnc12
 : -15.9 | -16.0 | -1.5 | -4.9 | -0.2 | -1.2 | -13.6 | 1.3 | -6.6 | -0.8 | -1.8
> CC(C)COc1ccc(-c2nnc(-c3ccncc3)o2)cc1
 : -25.3 | 5.2 | -0.9 | -14.3 | -5.5 | 0.7 | -1.4 | 2.9 | 4.6 | 1.3 | 1.9
> O=C(NC1CCCCC1)N1CCCc2ccccc21
 : -1.8 | 3.5 | -0.7 | -1.1 | -5.5 | 0.0 | -2.6 | 0.7 | 2.0 | 0.2 | -0.7
> COc1cccc(CNC(=O)CCn2c(=O)oc3ccccc32)c1
 : 2.3 | -0.8 | -1.6 | 1.9 | 1.4 | 4.9 | 4.4 | -1.9 | -0.2 | 0.0 | 0.2
> O=C(NCc1ccccc1)[C@H]1CCCN1C(=O)[C@H]1CCCN1C(=O)c1cccc(F)c1
 : 1.7 | 2.1 | -0.7 | 0.4 | -1.8 | -3.8 | 3.4 | -0.3 | 0.4 | -0.5 | /
> COc1ccc(/C=C2/C(=O)C(C)(C(C)C)CCC2C)cc1 (centres undefined)
 : -4.5 | 2.2 | 0.1 | -2.3 | -7.1 | 4.1 | 3.4 | 0.1 | -1.9 | -0.3 | 0.7
> CCN(CC)c1ccc(S(=O)(=O)N2CCCCC2)cc1NC(=O)CN1C(=O)NC2(CCCC2)C1=O
 : -5.5 | -5.2 | -1.6 | -2.3 | 0.4 | -1.4 | 2.9 | -1.2 | -4.1 | 1.5 | -0.3
> Cc1ccc(CN2[C@@H]3c4ccccc4C[C@@H]3OCCS2(=O)=O)cc1
 : 1.4 | 3.6 | -1.2 | 0.5 | -2.1 | -1.9 | 0.8 | -1.2 | -1.9 | -0.1 | 0.3
> COc1ccc(-c2c(C(C)=O)c(C)nc3sc4c(=O)[nH]nnc4c23)cc1
 : -0.4 | 2.0 | -0.6 | 0.1 | -1.9 | -0.5 | 0.7 | -2.5 | -1.8 | -0.1 | -0.4
> CC(C)CC(=O)NC(NC(=O)CC(C)C)c1cccc([N+](=O)[O-])c1
 : -1.9 | -0.4 | -1.6 | 0.8 | -1.3 | -2.2 | -0.1 | -1.0 | -0.9 | -0.4 | 0.9
> Cc1ccccc1CSCC(=O)NC(=O)NCc1ccco1
 : -4.3 | -0.8 | -1.2 | -0.6 | 0.4 | -2.2 | 1.2 | -0.8 | -0.1 | -0.5 | 0.0
> O=C(CSc1nnc(Cc2cccs2)n1C1CC1)NC1CCS(=O)(=O)C1 (centres undefined)
 : -0.8 | 2.1 | -0.4 | 0.6 | -1.7 | -3.0 | 2.4 | 0.5 | -0.6 | -0.3 | -0.1
> COC(=O)C1CN(C(=O)COc2ccc(Cl)cc2C)c2ccccc2O1 (centres undefined)
 : -7.8 | 3.3 | -0.7 | -2.6 | -5.8 | -2.9 | 1.8 | 4.5 | -0.3 | -0.5 | 3.1
> COc1cc(OC)cc(-c2noc([C@@H]3O[C@H](CO)[C@H](O)[C@H](O)[C@H]3O)n2)c1
 : 0.5 | -2.9 | -1.0 | 0.5 | -1.9 | -0.3 | -4.9 | 0.2 | -0.1 | 1.5 | /
> O=C(Nc1nc(-c2ccc(Cl)cc2)cs1)C1CCCO1 (centres undefined)
 : -1.3 | -4.4 | -1.5 | 0.0 | -1.2 | -0.6 | -1.0 | 0.1 | 7.3 | 1.7 | -0.2
> CCOc1ccc2[nH]c(=O)c(CN(CCO)C(=O)c3ccc(OC)c(OC)c3)cc2c1
 : -49.7 | 2.8 | -1.2 | -37.3 | -68.1 | -1.5 | -0.8 | -1.7 | 1.8 | -1.0 | 0.3
> COc1cccc(C(NC(C)=O)c2nc(-c3cccc(C#N)c3)cs2)c1 (centres undefined)
 : 4.1 | -2.0 | -1.3 | 1.6 | 2.2 | 3.1 | 10.6 | -1.5 | -4.0 | -1.2 | /
